Source: PubChem BioAssay (several laboratories)
Tb hexokinase: Trypanosoma brucei hexokinase 1 inhibitors, primary screen, biochemical, G6PDH-coupled NADH absorbance, MLSCN library. 220,000 compounds, 0.11% hits. recombinant TbHK1, G6PDH-coupled NADH A340. inhibition, % at 10 µM;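 active = inhibition of 50% or more in the single-dose primary screen; inactive = inhibition below 50%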
Calpain2 inh: inhibitors of pig calpain II, primary screen, biochemical, fluorogenic peptide substrate, 1536-well. purified calpain II, 30 min. inhibition, % at 16 µM. 220,000 compounds, 0.37% hits. AID 1236, 2008;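 active = inhibition above about 50%, limit read from the data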
EBV gp42 block: Epstein-Barr virus gp42 inhibitors, primary screen, biochemical, uHTS, fluorescence polarization | Glycoprotein 42 (Epstein-Barr virus (strain AG876)), Q1HVG2 | Fluorescence polarization binding assay, mP read-out | inhibition, % (tested at 21.74 µM) | 220,000 compounds, 0.42% hits; in the data active = inhibition above about 50%
Target sequence (Q1HVG2 whole entry, looked up): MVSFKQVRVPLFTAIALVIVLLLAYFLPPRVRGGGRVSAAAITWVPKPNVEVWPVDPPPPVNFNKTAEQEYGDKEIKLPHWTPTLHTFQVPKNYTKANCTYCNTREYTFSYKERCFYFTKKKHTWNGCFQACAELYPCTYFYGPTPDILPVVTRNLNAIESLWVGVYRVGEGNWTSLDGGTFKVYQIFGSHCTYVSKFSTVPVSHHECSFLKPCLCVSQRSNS
RBBP9 inhibitor: human RBBP9 inhibitors, primary screen, biochemical, fluorescence polarization, FP-Rh probe, HTS; recombinant RBBP9; inhibition, % at 7.94 µM; 220,000 compounds, 0.2% hits; Serine hydrolase RBBP9 (Homo sapiens), O75884;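 active = inhibition above the campaign mean of all tested compounds plus 3 SD, cut at about 14% in these data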;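 note: plate controls were DMSO wells with RBBP9 for no effect and wells lacking RBBP9 protein for full effect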
Target sequence (O75884 whole entry, looked up): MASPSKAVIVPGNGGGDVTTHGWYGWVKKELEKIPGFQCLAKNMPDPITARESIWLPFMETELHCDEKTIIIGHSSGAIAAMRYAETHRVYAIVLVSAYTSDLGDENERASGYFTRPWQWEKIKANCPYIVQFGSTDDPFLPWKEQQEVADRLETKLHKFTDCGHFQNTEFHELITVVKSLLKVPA
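Measured by: FP readout at 525/598 nm; material: recombinant human RBBP9; also added: Serine-hydrolase probe FP-Rh, 375 nM pre-mixing; medium: Tris buffer pH 8.0, NaCl, Pluronic; replication: one well per compound; doses: one concentration, 7.94 µM nominal, 0.794% DMSO; timing: preincubation 30 min plus labeling 45 min at 25 °C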
p47phox inh: p47phox/p22phox peptide binding inhibitors, primary screen, biochemical, uHTS, NADPH oxidase regulatory subunit | inhibition, % at 24.7 µM | fluorescence polarization, 2 h | 220,000 compounds, 0.53% hits;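 active = inhibition above about 30%, limit read from the data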;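 note: 0% = p47phox with labelled peptide and 100% = labelled peptide alone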
Target sequence (P14598 whole entry, looked up): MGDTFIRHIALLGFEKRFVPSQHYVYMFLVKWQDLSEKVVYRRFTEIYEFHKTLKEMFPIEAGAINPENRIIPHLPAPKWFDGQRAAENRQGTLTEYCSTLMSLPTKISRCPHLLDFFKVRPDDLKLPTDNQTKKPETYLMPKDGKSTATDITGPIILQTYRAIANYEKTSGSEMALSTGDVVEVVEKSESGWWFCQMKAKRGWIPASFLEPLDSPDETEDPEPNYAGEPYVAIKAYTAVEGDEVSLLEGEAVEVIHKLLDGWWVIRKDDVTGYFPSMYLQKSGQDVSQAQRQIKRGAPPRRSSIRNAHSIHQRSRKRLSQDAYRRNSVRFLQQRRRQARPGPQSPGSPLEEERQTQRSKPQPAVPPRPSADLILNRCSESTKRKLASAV
Furin inhibitor: human furin inhibitors, primary screen, biochemical, fluorescence intensity; P09958; purified furin, fluorogenic substrate cleavage; inhibition, % at 30 µM; 220,000 compounds, 0.061% hits; AID 463115, 2010; in the data active = inhibition above about 25%; note: inactives centre near -15
p97 inhibitor: inhibitors of human p97 ATPase, primary screen, biochemical; AID 1481, 2009; inhibition, % at 8 µM; 220,000 compounds, 0.42% hits; recombinant p97 ATPase, Kinase-Glo ATP luminescence, 3 h; in the data active = inhibition above about 15%;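 note: 0% = DMSO vehicle and 100% = wells lacking enzyme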
Runt-CBFb FRET: inhibitors of RUNX1 Runt–CBFb binding, primary screen, biochemical, FRET, Cerulean-Runt, Venus-CBFb, uHTS; 220,000 compounds, 0.46% hits; AID 1496, 2009; inhibition, % at 20 µM; Cerulean-Runt/Venus-CBFb FRET ratio 530/480, 1 h; Runt-related transcription factor 1 (Homo sapiens) + Core-binding factor subunit beta …;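 active = inhibition over about 50% at 20 µM in the single-dose screen, limit read from the data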;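 note: 0% = DMSO wells and 100% = excess unlabeled CBFb competitor control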
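test system = Cerulean-tagged RUNX1 Runt domain (FRET donor) fusion protein | reagent = Venus-CBFb binding partner, 100 nM | incubation = protein complex preformed 1 h, compound exposure 1 h, room temperature, dark | detection = FRET fluorescence | read-out basis = loss of energy transfer signal | controls = 5 µM unlabeled CBFb as full-inhibition high control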
Runt-SMMHC FRET: inhibitors of RUNX1 Runt–CBFb-SMMHC binding, primary screen, biochemical, FRET, Cerulean-Runt, Venus-CBFb-SMMHC, uHTS; Cerulean-Runt/Venus-CBFb-SMMHC FRET ratio 530/480, 1 h; inhibition, % at 20 µM; 220,000 compounds, 0.74% hits; AID 1434, 2008;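 active = mean inhibition across duplicate retests at 20 µM reaching about 50%, limit read from the data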;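 note: 0% = DMSO wells and 100% = wells with excess untagged CBFb-SMMHC; inhibitors lower the FRET ratio by blocking Runt binding to CBFb-SMMHC; some results filed as inactive read as strong as hits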
Starred values were filed as active, the others as inactive; . = not tested or not shown; [ ] = another dose, or the depositor's remark.

Second line of a record – Tb hexokinase | Calpain2 inh | EBV gp42 block | RBBP9 inhibitor | p47phox inh | Furin inhibitor | p97 inhibitor | Runt-CBFb FRET | Runt-SMMHC FRET
1. O=C(NC1CCCC1)C(c1ccccn1)N(C(=O)c1csnn1)C1CC1 (stereo not given)
 : -3 | 8 | -10 | 3 | -1 | -17 | 8 | -1 | -4
2. COc1ccc(CNC(=O)CSc2nnc(C)n2-c2ccc(F)cc2)cc1
 : 3 | 15 | 6 | -9 | -6 | -7 | -3 | 0 | 0
3. CC(=O)OCCn1c(Br)nc2c1c(=O)[nH]c(=O)n2C
 : -1 | -6 | -1 | -6 | -7 | -29 | 4 | 2 | -4
4. CCOC(=O)c1n[nH]c2ccccc12
 : 0 | 14 | -1 | -7 | -1 | 5 | 5 | 2 | -6
5. O=C(COC(=O)c1ccccc1)Nc1ccccc1N1CCOCC1
 : -6 | 23 | -3 | -7 | -5 | -15[20 µM] | -1 | 0 | 3
6. O=c1c(Cc2ccccc2)c(O)ccn1Cc1ccco1
 : 1 | 2 | -14 | -10 | -7 | -26 | 1 | 2 | 1
7. O=C(Nc1cccc(/C=C/c2nc3ccccc3c(=O)[nH]2)c1)c1ccccc1Cl
 : -33 | -141 | -15 | -17 | 8 | -16 | 6 | -1 | -5
8. Cc1nc(N2CCCCC2)c2c(C)c(C(=O)Nc3ccccc3C(F)(F)F)sc2n1
 : -9 | -23 | 8 | 0 | -6 | -20 | 0 | -5 | 0
9. Cc1ccc(N2CC(C(=O)Oc3cccc(N4C(=O)CCC4=O)c3)CC2=O)cc1 (stereo not given)
 : 2 | -8 | -11 | 1 | -4 | -17[20 µM] | -1 | 0 | 0
10. C=CCn1c(=O)[nH]c2cc(C(=O)N3CCN(c4cccc(Cl)c4)CC3)ccc2c1=O
 : -9 | -68 | 10 | -8 | 2 | -25 | -4 | -5 | -6
11. CSc1nnc(-c2ccc(F)cc2)o1
 : 2 | -12 | -9 | -7 | -9 | -28 | 7 | -1 | 0
12. COC(=O)c1ccc(NC(=O)CSc2nncc3ccc(OC)c(OC)c23)cc1
 : -9 | 17 | -40 | -3 | 7 | -8 | 6 | -2 | 0
13. COC(CN(C(=O)CCl)C(C(=O)NC1CCCCC1)c1ccccc1C)OC (stereo not given)
 : 9 | -18 | 0 | 1 | -18 | -18 | -3 | 1 | 3
14. CCc1cccc(OCC(=O)Nc2ccc(S(=O)(=O)Nc3ccccn3)cc2)c1
 : -3 | -25 | -10 | -12 | -5 | -23 | 1 | -3 | 2
15. Cc1ccc(NC(=O)C(C)N2C(=O)C3CC=C(Cl)CC3C2=O)cc1 (stereo not given)
 : -3 | -25 | -11 | 2 | -2 | -15[20 µM] | 1 | 1 | -9

Later entries
Letters – A = Tb hexokinase; B = Calpain2 inh; C = EBV gp42 block; D = RBBP9 inhibitor; E = p47phox inh; F = Furin inhibitor; G = p97 inhibitor; H = Runt-CBFb FRET; I = Runt-SMMHC FRET
16. Cc1ccc2c(c1)C(C)CC(C)(C)N2C(=O)CN1CCN(C)CC1 (stereo not given)
  A = 7 | B = -12 | C = -11 | D = 0 | E = -4 | F = -25 | G = -1 | H = 0 | I = -2

17. C[C@H](NC(=O)OCc1ccccc1)c1nnc([C@H](C)NC(=O)OCc2ccccc2)o1
  A = 6 | B = 9 | C = -18 | D = . | E = -4 | F = -24 | G = . | H = 1 | I = 4

18. Cc1nc2cc(NC(=O)COc3ccccc3C#N)ccc2n1-c1ccccc1
  A = -11 | B = -28 | C = -6 | D = -2 | E = -7 | F = -16[20 µM] | G = -3 | H = -3 | I = -1

19. Cc1cc(C(=O)Nc2sc3c(c2C#N)CCCCC3)cs1
  A = 6 | B = -161 | C = -13 | D = -2 | E = -46 | F = -15[20 µM] | G = -2 | H = 10 | I = 6

20. O=C(NC1CCCC1)C(c1ccccn1)N(C(=O)c1csnn1)C1CCCC1 (stereo not given)
  A = 0 | B = 13 | C = 4 | D = 0 | E = 7 | F = -20[20 µM] | G = -5 | H = -3 | I = -8

21. CC(C)CNS(=O)(=O)c1ccc(CCC(=O)O)cc1
  A = 2 | B = -11 | C = -3 | D = -8 | E = -6 | F = -18[20 µM] | G = 3 | H = -2 | I = -3

22. CC(C)(C)N(Cc1cc2ccccc2[nH]c1=O)C(=O)C1CCCCC1
  A = -6 | B = -4 | C = 15 | D = 2 | E = -8 | F = -11 | G = 5 | H = -4 | I = 5

23. CN(C)/N=C/C=C1\CCC/C(=C/c2cccs2)C1=O
  A = -22 | B = 4 | C = -65 | D = -4 | E = -68 | F = -8 | G = 1 | H = -10 | I = -38

24. Cc1ccc(C(C)C)c(OCCNC(=O)c2cncc(Br)c2)c1
  A = 3 | B = 41 | C = 2 | D = -5 | E = -5 | F = -13[20 µM] | G = 0 | H = -5 | I = 0

25. O=C(CS(=O)(=O)Cc1ccccc1)Nc1ccc(S(=O)(=O)N2CCCCCC2)cc1
  A = 12 | B = 7 | C = -6 | D = -2 | E = -13 | F = -14 | G = 2 | H = 0 | I = 2

26. N#CCCN(CCC#N)C(=O)c1ccc(Cl)cc1
  A = 0 | B = -8 | C = -17 | D = -1 | E = 13 | F = -15 | G = 1 | H = 1 | I = 0

27. CCc1cccc(CC)c1NC(=O)C1CC(=O)N(c2ccc3c(c2)OCCO3)C1 (stereo not given)
  A = -4 | B = -10 | C = 0 | D = 7 | E = -36 | F = -18[20 µM] | G = 3 | H = -1 | I = -1

28. Cc1ccccc1NC(=O)C1Cc2ccccc2CN1C(=O)OCc1ccccc1 (stereo not given)
  A = 37 | B = 14 | C = -11 | D = -8 | E = -9 | F = -9 | G = 1 | H = 0 | I = 1

29. CCCNC(=O)C(=O)NCC1CCCN1CC (stereo not given)
  A = -1 | B = -29 | C = -26 | D = 4 | E = -7 | F = -6 | G = 5 | H = 1 | I = -1

30. Cc1ccc(NC(=O)COc2ccc(Br)cc2C)cc1
  A = -3 | B = -3 | C = 12 | D = 0 | E = 5 | F = -15 | G = 0 | H = -3 | I = -1

31. CC(=O)Nc1ccc(OC(=O)c2cc([N+](=O)[O-])ccc2Cl)cc1
  A = -2 | B = -1 | C = 5 | D = -1 | E = 2 | F = -17[20 µM] | G = 7 | H = -1 | I = 0

32. COc1ccc(N(C(C)C(=O)N2CCC(Cc3ccccc3)CC2)S(C)(=O)=O)cc1 (stereo not given)
  A = -4 | B = 30 | C = 3 | D = -8 | E = 0 | F = -10 | G = -4 | H = -2 | I = 0

33. CCCCn1c(=O)[nH]c2nc3cc(NC(C)=O)ccc3nc2c1=O
  A = -11 | B = -75 | C = 79* | D = 4 | E = -8 | F = -10 | G = 1 | H = -99 | I = 22

34. CC(C)CCn1nc(C(=O)OC(C)C(=O)NC(N)=O)c2ccccc2c1=O (stereo not given)
  A = 1 | B = -2 | C = -21 | D = 0 | E = -10 | F = -27 | G = 1 | H = -2 | I = -1

35. CCn1c(C(=O)NCc2ccccn2)cc2sccc21
  A = -2 | B = -9 | C = -9 | D = -6 | E = -2 | F = -11 | G = 9 | H = 0 | I = 6

36. O=C(NNC(=S)Nc1ccccc1)c1ccco1
  A = -3 | B = -2 | C = -17 | D = -5 | E = -3 | F = -23[20 µM] | G = 1 | H = 0 | I = -2

37. Cc1cc(CNC(=O)COc2ccccc2)c2ccccc2n1
  A = 1 | B = -14 | C = -15 | D = 0 | E = -2 | F = -7 | G = 3 | H = 2 | I = -1

38. Cc1cc(N2CCN(C)CC2)nc(=S)[nH]1
  A = -2 | B = -4 | C = -9 | D = -6 | E = -9 | F = -31 | G = 2 | H = 0 | I = -2

39. COC(=O)c1c(N2C(=O)[C@H]3[C@@H](C2=O)[C@]2(C(=O)Nc4c2ccc(C)c4C)N2CCC[C@@H]32)sc(C)c1C
  A = -2 | B = -59 | C = 1 | D = 4 | E = -12 | F = 1 | G = -5 | H = -1 | I = -8

40. FC(F)(F)c1ccccc1NC(=S)N1CCN(c2ccccn2)CC1
  A = 2 | B = -27 | C = -8 | D = 0 | E = -8 | F = -9 | G = 6 | H = 0 | I = 5

Additional results:
Letters – A = Tb hexokinase; B = Calpain2 inh; C = EBV gp42 block; D = RBBP9 inhibitor; E = p47phox inh; F = Furin inhibitor; G = p97 inhibitor; H = Runt-CBFb FRET; I = Runt-SMMHC FRET
41. O=c1c2sccc2n(Cc2ccc(F)cc2)c(=O)n1-c1ccc(F)cc1
  A = 32 | B = 4 | C = 11 | D = -11 | E = -3 | F = -6 | G = -1 | H = 2 | I = -3

42. O=C(NCCCN1CCCC1=O)c1csc2ccccc12
  A = 2 | B = 10 | C = 6 | D = -1 | E = -1 | F = -17[20 µM] | G = 2 | H = -2 | I = 2

43. CCOC(=O)c1cccc(P(=O)(C(C)(C)C)C(C)(C)C)c1
  A = -4 | B = 1 | C = -1 | D = -7 | E = 5 | F = -11 | G = -8 | H = 0 | I = -1

44. Cc1cc(Br)c2c(c1)/C(=C/C(=O)c1cccs1)C(=O)N2
  A = -4 | B = 0 | C = -3 | D = -1 | E = -5 | F = -19 | G = 6 | H = 9 | I = 2

45. CCC1(C)CC(=O)N(c2ccc(C(=O)O)c(O)c2)C1=O (stereo not given)
  A = 38 | B = -33 | C = -1 | D = -2 | E = -1 | F = -9 | G = 6 | H = -1 | I = 1

46. Cc1ccc(C(=O)OCC(=O)Nc2ccc(S(N)(=O)=O)cc2)c(O)c1
  A = -3 | B = -23 | C = 0 | D = -9 | E = -1 | F = -12 | G = 7 | H = -2 | I = -2

Looked up by structure from above, six records:
Letters – A = Tb hexokinase; B = Calpain2 inh; C = EBV gp42 block; D = RBBP9 inhibitor; E = p47phox inh; F = Furin inhibitor; G = p97 inhibitor; H = Runt-CBFb FRET; I = Runt-SMMHC FRET
42. O=C(NCCCN1CCCC1=O)c1csc2ccccc12
  A = 2 | B = 10 | C = 6 | D = -1 | E = -1 | F = -17[20 µM] | G = 2 | H = -2 | I = 2

45. CCC1(C)CC(=O)N(c2ccc(C(=O)O)c(O)c2)C1=O (stereo not given)
  A = 38 | B = -33 | C = -1 | D = -2 | E = -1 | F = -9 | G = 6 | H = -1 | I = 1

41. O=c1c2sccc2n(Cc2ccc(F)cc2)c(=O)n1-c1ccc(F)cc1
  A = 32 | B = 4 | C = 11 | D = -11 | E = -3 | F = -6 | G = -1 | H = 2 | I = -3

46. Cc1ccc(C(=O)OCC(=O)Nc2ccc(S(N)(=O)=O)cc2)c(O)c1
  A = -3 | B = -23 | C = 0 | D = -9 | E = -1 | F = -12 | G = 7 | H = -2 | I = -2

44. Cc1cc(Br)c2c(c1)/C(=C/C(=O)c1cccs1)C(=O)N2
  A = -4 | B = 0 | C = -3 | D = -1 | E = -5 | F = -19 | G = 6 | H = 9 | I = 2

43. CCOC(=O)c1cccc(P(=O)(C(C)(C)C)C(C)(C)C)c1
  A = -4 | B = 1 | C = -1 | D = -7 | E = 5 | F = -11 | G = -8 | H = 0 | I = -1

The order is random; overall some 2.7% were active at least once.
